Screens (PubChem)
ELG1 DNA repair: inhibitors of ELG1-dependent DNA repair in HEK293T cells | HEK293T ELG1-luciferase reporter, luminescence, 16 h; DNA damage induced by 5-fluorouridine | Potency, µM (doses to about 46.1 µM), for the others: at the highest dose activity change, negative = inhibition, usual class: inhibitors | 330,000 tested, 2.3% active | AID 504467; note: potency is the fitted concentration of half-maximal effect; % is set by controls: 0 for no effect and ±100 for the full control effect; nearly all actives have a fitted effect of over 55% in size
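5-Fluorouridine DNA damage + compound/DMSO, 2,000 cells/well, 16 h, 37 °C/5% CO2. ONE-Glo, 30 min RT, luminescence. Readout = decrease in reporter signal.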
Eya2 phos inh: inhibitors of human Eya2 phosphatase activity; O00167; recombinant Eya2, OMFP fluorescence dephosphorylation (OMFP is methylfluorescein phosphate); Potency, µM (highest dose often 76.9 µM), for the others: at the top dose activity, negative = inhibition, most hits filed as inhibitors; 330,000 tested, 0.006% active; note: potency is the fitted concentration of half-maximal effect; % is set by controls: 0 for no effect and ±100 for the full control effect
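Eya2 protein (added as 0.2 uM solution) was preincubated with compound for 10 min at ambient temperature in 50 mM HEPES pH 7.5, 50 mM NaCl, 5 uM MgCl2, 0.05% BSA, 1 mM DTT. OMFP (added at 50 uM) then reacted 10 min; fluorescence read at 485/525 nm.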
USP2a block: inhibitors of human ubiquitin-specific protease USP2a; 330,000 tested, 0.01% active; Potency, µM (titrated, usually from 38.3 µM), without a hit: at the top dose activity change, negative = inhibition, most hits filed as inhibitors; USP2 core, Ub-CHOP2 coupled fluorogenic reporter, 485/531;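 note: potency is the fitted concentration of half-maximal effect; plate controls were DMSO wells for no effect and full inhibition by NEM control for full effect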
Target sequence (O75604 whole entry, looked up): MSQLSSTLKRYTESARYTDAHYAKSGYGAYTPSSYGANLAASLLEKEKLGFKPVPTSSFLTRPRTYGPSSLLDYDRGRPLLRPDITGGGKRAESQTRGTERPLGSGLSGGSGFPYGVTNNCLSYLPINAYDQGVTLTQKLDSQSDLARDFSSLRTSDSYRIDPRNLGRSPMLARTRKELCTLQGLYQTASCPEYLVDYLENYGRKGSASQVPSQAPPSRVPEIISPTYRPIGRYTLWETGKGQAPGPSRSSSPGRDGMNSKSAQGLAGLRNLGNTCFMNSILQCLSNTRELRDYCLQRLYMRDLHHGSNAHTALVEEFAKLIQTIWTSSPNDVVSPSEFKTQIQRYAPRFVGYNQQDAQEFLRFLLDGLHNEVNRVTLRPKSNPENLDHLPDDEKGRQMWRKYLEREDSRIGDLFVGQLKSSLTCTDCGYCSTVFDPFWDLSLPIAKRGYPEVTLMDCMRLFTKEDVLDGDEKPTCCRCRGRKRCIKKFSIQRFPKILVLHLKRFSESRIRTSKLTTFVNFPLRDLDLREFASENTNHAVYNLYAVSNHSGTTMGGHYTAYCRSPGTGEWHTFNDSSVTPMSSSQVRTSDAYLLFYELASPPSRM
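Cell-free coupled assay: 10nM USP2 core preincubated 30min RT with compound in Tris-HCl pH 8.0/CaCl2/CHAPS buffer, then 25nM Ub-CHOP2 and 25nM reporter substrate; fluorescence (Ex 485/Em 531) read after 60min RT, normalized to NEM inhibition, concentration-response curves fitted.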
uPA surface inh: cell surface uPA generation inhibition; cell surface uPA generation assay, qHTS; Potency, µM (highest dose often 38.3 µM), for inactives: at the top dose activity change, negative = inhibition, usual class: inhibitors; 330,000 tested, 0.31% active; active = well fitted inhibition curve with a large enough effect; inconclusive = small, poorly fitted or top-dose-only effect; inactive = no such curve, though single readings can be large or run the other way; tested in mouse RAW 264.7 cells; note: potency is the fitted concentration of half-maximal effect; % is set by controls: 0 for no effect and ±100 for the full control effect; nearly all actives have a fitted effect of over 55% in size
B2AR arrestin: agonists driving beta-arrestin recruitment to human beta2-adrenergic receptor. P07550. beta-arrestin recruitment to beta2AR, cell-based reporter. Potency, µM (highest dose often 46.1 µM), without a hit: top-dose activation, actives largely listed as activators. 330,000 tested, 0.02% active. AID 492947;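 note: potency is the fitted concentration of half-maximal effect; 0% = DMSO controls and full agonism = EC100 isoproterenol or metaproterenol; nearly all actives have a fitted effect of over 65% in size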
Target sequence (P07550 whole entry, looked up): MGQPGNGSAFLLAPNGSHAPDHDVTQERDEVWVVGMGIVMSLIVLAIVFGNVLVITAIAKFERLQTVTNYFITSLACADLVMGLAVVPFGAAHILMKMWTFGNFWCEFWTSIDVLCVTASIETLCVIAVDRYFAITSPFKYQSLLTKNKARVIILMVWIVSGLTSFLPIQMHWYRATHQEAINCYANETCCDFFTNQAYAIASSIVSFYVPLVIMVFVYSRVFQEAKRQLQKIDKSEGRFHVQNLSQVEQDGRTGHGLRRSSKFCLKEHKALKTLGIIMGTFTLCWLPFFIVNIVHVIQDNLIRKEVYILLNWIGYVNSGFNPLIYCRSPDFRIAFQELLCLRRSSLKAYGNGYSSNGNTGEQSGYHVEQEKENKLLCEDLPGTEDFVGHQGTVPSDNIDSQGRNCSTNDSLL
PTAP TSG101 blk: blocks PTAP/TSG101 interaction to inhibit HIV-1 budding. Potency, µM (doses to about 115 µM), without a hit: at the top dose activity change, negative = inhibition, most hits filed as inhibitors. Fluorescence polarization, FITC-PTAP peptide / Tsg101 binding. 340,000 tested, under 10 active; active = well fitted inhibition curve with a large enough effect in the main read-out, with a control signal flat, not every such curve was filed as active; inconclusive = small, poorly fitted or top-dose-only effect, or effect the other way, or a change in a side signal; inactive = no such curve, though single readings can be large or run the other way; note: potency is the fitted concentration of half-maximal effect; % of control where 0% means no effect
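FP read-out: FITC-PTAP peptide, 50 nM final, binding Tsg101 binding domain, 10 uM final; 20 min, r.t.; 10 mM HEPES pH 7.5, 0.15 M NaCl, 0.01% Tween 20, 3 mM EDTA, 0.1 mM TCEP.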
TSHR antagonist: blocks TSH signaling through the human TSH receptor; TSHR-expressing cells, TSH-stimulated cAMP HTRF, 2 h; stronger effect = lower value; activity change, negative = inhibition, % at 11.5 µM; 330,000 tested, 0.2% active; P16473;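 active = activity change below a set negative limit, meaning inhibition stronger than a set level, cut at about -70% in these data; inconclusive = activity change between two set negative limits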; note: % is set by controls: 0 for no effect and ±100 for the full control effect
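TSHR-expressing cells, 200/well, pre-treated with compound, then stimulated with EC80 TSH (4nM final) for 2 hours at 37 deg C. cAMP measured by competitive HTRF: anti-cAMP cryptate antibody in lysis buffer plus cAMP-d2, read after 30 minutes at room temperature.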
Mito fusion act: blocks mitochondrial division or promotes mitochondrial fusion; S. cerevisiae fusion-defective mutant growth rescue, CellTiterGlo 48 h; Potency, µM (titrated, usually from 46.1 µM), without a hit: top-dose growth rescue (activation), hits mostly activators; 320,000 tested, 0.23% active;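 note: potency is the fitted concentration of half-maximal effect; % of control where 0% means no effect; nearly all actives have a fitted effect of over 45% in size; temperature-sensitive fusion mutants such as fzo1-1 at 37 °C on non-fermentable ethanol glycerol medium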
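Luminescent cell viability in 1536-well qHTS format served as the measure of rescued growth in ts fusion-mutant S. cerevisiae cultured on non-fermentable YPEG for 48 hours at 37C.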
Tb PFK block: blocks T. brucei phosphofructokinase; 330,000 tested, 0.17% active; O15648; T. brucei PFK, ADP-Glo luminescence; Potency, µM (titrated, usually from 57.5 µM), for inactives: at the top dose activity, negative = inhibition, usual class: inhibitors;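 note: potency is the fitted concentration of half-maximal effect; 0% = uninhibited 1x PFK enzyme wells and -100% = no-enzyme wells; nearly all actives have a fitted effect of over 60% in size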
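PFK 1.25 nM, F6P 0.5 mM, ATP 0.1 mM, 0.1 M TEA pH 8.0, 5 mM MgCl2, 0.01% Tween20, 0.1% BSA; 45 min RT. ADP-Glo readout. qHTS titration up to 57 uM; curves fitted, compounds curve-classed.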
Chronic BCR inh: chronic active BCR signaling inhibition | ABC-DLBCL IkBa-CBG/CBR reporter, luminescence ratio, 4 h | Potency, µM (titrated, usually from 46.1 µM), for inactives: at the highest dose ratio change, negative = lower green/red ratio, hits mostly inhibitors | 340,000 tested, 0.05% active; active = well fitted inhibition curve with a large enough effect in the signal ratio, with a control signal flat, not every such curve was filed as active; inconclusive = small, poorly fitted or top-dose-only effect, or effect the other way, or a change in a side signal; the % refers to the signal ratio;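 note: potency is the fitted concentration of half-maximal effect; plate controls were basal doxycycline-induced cells for no effect and cells given 10 µM MG132 for full effect; MG132 reads +100%, hits lower the ratio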
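Compounds up to 46 uM were incubated four hours with TMD8 cells whose green CBG68 luciferase is fused to IkappaBalpha; red CBR luminescence normalised the signal, and concentration-effect curves were fitted to fusion, red and ratio data.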
TCR activator: T cell receptor activation; primary human leukocytes, anti-CD3, IL-2 HTRF, 48 h; Potency, µM (top dose mostly 9.22 µM), for the others: top-dose activation of IL-2 secretion, most hits filed as activators; 330,000 tested, under 10 active; note: % of control where 0% means no effect
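Activity was scored as IL-2 release from primary human leukocytes given only a TCR signal (a-CD3 beads) plus compound for 48 hr. Detection used a two-antibody HTRF format read at 665nm.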
* marks the source's active call; other numbers are inactive results; ? = inconclusive; / = no result given; [ ] = dose if it differs, or a comment. Unless noted, calls come from the whole dose curve; as a rule, active = well fitted curve in the direction sought with a large enough effect; inconclusive = small, poorly fitted or top-dose-only effect, or another doubt; inactive = no such curve, though single readings can be large; an effect the other way counts as inactive or inconclusive.

Every second line gives: ELG1 DNA repair | Eya2 phos inh | USP2a block | uPA surface inh | B2AR arrestin | PTAP TSG101 blk | TSHR antagonist | Mito fusion act | Tb PFK block | Chronic BCR inh | TCR activator
COCc1ccc(C(=O)N2CCCC(N(C)CCc3ccc(OC)c(OC)c3)C2)s1 (stereo unspecified)
 : 12% | -1% | -1% | -1% | 0.0% | -5% | -3 | 0% | 0% | -29% | -1%
Cn1c(-c2ccccc2)nc2cnccc21
 : 80% | 0% | -1% | 1% | -0.1% | -3% | 0 | 2% | -2% | -8% | -1%
COc1ccc(NC(=S)N2CCN(c3ccccn3)CC2)cc1OC
 : -16% | -2% | 0% | 1% | 0.4% | -1% | 17 | 3% | -7% | 24% | -6%[46.1 µM]
CC1(C)CC(=O)C(C2=NC(C)(C)Cc3ccccc32)=C(O)C1
 : 6% | 19% | 2% | 0% | -0.8% | -2% | 18 | 0% | 2% | ? | -5%
O=Cc1ccc(-c2ccccc2C(=O)O)o1
 : 4% | -15% | 5% | -1% | -0.2% | -1% | 4 | -9% | 2% | 1% | -10%
O=C1COc2ccc(C(=O)COC(=O)c3ccco3)cc2N1
 : 9% | 0% | 5% | -1% | -1.0% | -1% | 5 | 0% | 0% | 2% | -10%
OCCNCc1ccc(-c2ccccc2)cc1
 : 5% | 2% | 1% | -6% | -0.3% | 0% | 2 | -10% | -7% | ? | -1%[46.1 µM]
C=C(C)c1cccc(C(C)(C)NC(=O)Nc2nncs2)c1
 : -3% | 0% | 0% | 0% | 0.3% | -5% | 6 | 0% | 1% | -10% | 10%
COc1ccc(C(O)(CCC(C)C)C(CN2CCOCC2)c2ccc(Cl)cc2)cc1 (stereo unspecified)
 : -14% | 4% | 4% | -1% | -0.4% | -6% | -5 | -18% | -3% | 6% | 0%
O=C(O)CNC(=S)NCc1ccccc1
 : 6% | 3% | 1% | 2% | 0.0% | -2% | -4 | -3% | 1% | 0% | -2%
O=C(O)c1[nH]c2ccccc2c1NS(=O)(=O)c1ccc(F)cc1
 : 1% | 10% | 0% | ? | 0.0% | -4% | 9 | 35µM* | 1% | 13% | -1%
Cc1ccc(-c2c(C#N)c(N)nc3c2CCCC3)o1
 : 3% | 22% | 3% | -2% | -0.1% | -1% | 10 | 1% | 5% | 14% | -1%
CCCc1cc(=O)[nH]c(SCc2cccnc2)n1
 : -8% | 2% | 0% | -1% | -0.5% | -5% | 50 | 8% | -2% | ? | -4%[46.1 µM]
COc1cccc(NC(=O)c2nnn(CC(=O)Nc3cc(C)cc(C)c3)c2N)c1
 : ? | 8% | 0% | -2% | -0.1% | -12% | 15 | -13% | -17% | -6% | -2%
Cc1nnc(SCC(=O)Nc2sccc2C(N)=O)n1Cc1ccccc1
 : -1% | -4% | 0% | 11% | -0.3% | -8% | -2 | -2% | 0% | 0% | 6%
NC(=O)Cn1cc(C(=O)C(=O)N2CCOCC2)c2ccccc21
 : 3% | 19% | -1% | -1% | -0.7% | -2% | 7 | -3% | 2% | -1% | -6%
CC(C)C(=O)N1c2ccccc2NC2=C(C(=O)CCC2)C1c1ccc(N(C)C)cc1 (stereo unspecified)
 : 28% | 14% | 3% | 2% | -0.4% | -4% | 2 | -2% | 1% | ? | 10%
O=C(CCCSc1ccccc1)Nc1ccc(Cl)c(S(=O)(=O)N2CCOCC2)c1
 : ? | 9% | 1% | -11% | -0.2% | -2% | -21 | 3% | 0% | ? | -3%
COc1ccc(CNC(=O)Cn2c(=O)n(CC(=O)N3CCCCC3)c(=O)c3sccc32)cc1
 : 9% | 7% | -1% | 9% | -0.3% | -2% | 10 | 6% | 2% | 3% | -7%
Cc1cc(CSc2ccccc2)ccc1NC(=O)c1ccc(Cl)c([N+](=O)[O-])c1
 : 1% | -13% | -3% | -1% | 0.1% | -1% | 21 | 5% | -10% | -6% | -1%

Other results follow:
Every second line gives: ELG1 DNA repair | Eya2 phos inh | USP2a block | uPA surface inh | B2AR arrestin | PTAP TSG101 blk | TSHR antagonist | Mito fusion act | Tb PFK block | Chronic BCR inh | TCR activator
Cc1ccccc1NS(=O)(=O)c1ccc(C(=O)NCCCN2CCCC2=O)cc1
 : -9% | 6% | 1% | -3% | 0.0% | -2% | -5 | -2% | 0% | 0% | /
C=CCSc1ncnc2c1oc1nc3c(cc12)COC(C)(C)C3
 : 0% | 9% | 0% | 0% | -0.9% | -3% | -10 | -6% | 5% | ? | 4%
COc1ccc(CCNC(=O)NCCc2c[nH]c3ccccc23)cc1OC
 : -10% | -1% | 0% | -4% | 0.4% | 1% | -3 | -3% | 0% | ? | 3%
Cc1cc(C(=O)NCCCN(C)C)c2ccccc2n1
 : 16% | -1% | 5% | 1% | 0.1% | 0% | 12 | -1% | 10% | -3% | 8%
CC(/C=N/NC(=O)c1nnn(-c2nonc2N)c1CN1CCCCC1)=C\c1ccccc1
 : -21% | 2% | -10% | -2% | 0.1% | -6% | -20 | 0% | 3% | 10% | 2%
Cc1oc(-c2ccccc2F)nc1CS(=O)CC(=O)NC1CC1 (stereo unspecified)
 : 12% | 10% | 3% | 0% | -0.6% | -5% | 7 | 9% | -1% | 1% | -97%
Cc1c(/C(O)=C2/C(=O)C(=O)N(CCN(C)C)C2c2ccc(C(C)C)cc2)cnn1-c1ccccc1 (stereo unspecified)
 : 4% | 10% | -1% | 3% | -0.3% | 1% | 4 | 1% | 0% | ? | 1%
CCN(CC)S(=O)(=O)c1ccc(C(=O)NCC(c2ccc(OC)cc2)N2CCOCC2)cc1 (stereo unspecified)
 : -6% | 0% | 5% | -8% | 0.0% | -6% | 11 | 11% | 2% | -16% | 2%
CCN(C(=O)CSc1nc2ccc(O)cc2c(=O)n1-c1ccc(OC)c(OC)c1)C1CCS(=O)(=O)C1 (stereo unspecified)
 : -3% | 11% | 2% | 4% | 0.0% | -10% | 14 | -5% | 0% | -9% | 4%
O=C(CC1Nc2ccccc2NC1=O)NCc1cccnc1 (stereo unspecified)
 : 13% | -6% | -2% | -2% | 0.4% | -1% | -7 | 1% | -4% | 0% | -8%
COc1ccc(CCNS(=O)(=O)c2ccc3c(c2)CCN3C(=O)CCC(=O)O)cc1OC
 : 5% | 0% | 1% | / | -0.2% | 1% | -5 | 8% | -5% | -1% | 3%
CCOc1ccc(NC(=S)Nc2ccc(F)cc2)cc1
 : 27% | 8% | 0% | 0% | -0.5% | -2% | -8 | -20% | 1% | 2% | -2%
CCN(CC)S(=O)(=O)c1ccc(N(C)C)c(NC(=O)CSCc2c(C)noc2C)c1
 : 21µM* | -9% | -6% | 1% | -0.7% | 0% | 100 | 4% | -17% | -6% | -27%

Some of the entries so far, bar-delimited.
Molecule | ELG1 DNA repair | Eya2 phos inh | USP2a block | uPA surface inh | B2AR arrestin | PTAP TSG101 blk | TSHR antagonist | Mito fusion act | Tb PFK block | Chronic BCR inh | TCR activator
COc1ccc(CCNC(=O)NCCc2c[nH]c3ccccc23)cc1OC | -10% | -1% | 0% | -4% | 0.4% | 1% | -3 | -3% | 0% | ? | 3%
Cc1cc(C(=O)NCCCN(C)C)c2ccccc2n1 | 16% | -1% | 5% | 1% | 0.1% | 0% | 12 | -1% | 10% | -3% | 8%
CC(/C=N/NC(=O)c1nnn(-c2nonc2N)c1CN1CCCCC1)=C\c1ccccc1 | -21% | 2% | -10% | -2% | 0.1% | -6% | -20 | 0% | 3% | 10% | 2%
Cc1oc(-c2ccccc2F)nc1CS(=O)CC(=O)NC1CC1 (stereo unspecified) | 12% | 10% | 3% | 0% | -0.6% | -5% | 7 | 9% | -1% | 1% | -97%
Cc1c(/C(O)=C2/C(=O)C(=O)N(CCN(C)C)C2c2ccc(C(C)C)cc2)cnn1-c1ccccc1 (stereo unspecified) | 4% | 10% | -1% | 3% | -0.3% | 1% | 4 | 1% | 0% | ? | 1%
